# Assay outcomes (PubChem)
# TTR transcr act – TTR transcription activators in neuroblastoma reporter cells, primary screen, cell-based, luminescence, SH-SY5Y, TTR promoter Gaussia luciferase; 100% = recombinant luciferase protein wells; AID 1117267, 2014; activation, % at 16.7 µM; hit rate 1.3% among 92,000;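 active = activation above the mean of all tested compounds plus 3 SD, cut at about 9.5% in these data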;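 note: cells exposed to compounds for one day before reading; 0% = median of all test compound wells on the plate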
# The depositor's hits bear a star. Only part of the results is shown; the hit share may differ from the screen's.
# Sample of the layout, 2 compounds:
TTR transcr act	molecule
-3.0	Cc1ccc(OCC(=O)Nc2ccc(S(=O)(=O)N3CCCCC3)cc2)c([N+](=O)[O-])n1
1.3	Cn1ccc2cc(S(=O)(=O)N3CCN(S(=O)(=O)c4c(F)cccc4F)CC3)ccc21

# The list itself, repeating the preview:
TTR transcr act	molecule
-3.0	Cc1ccc(OCC(=O)Nc2ccc(S(=O)(=O)N3CCCCC3)cc2)c([N+](=O)[O-])n1
1.3	Cn1ccc2cc(S(=O)(=O)N3CCN(S(=O)(=O)c4c(F)cccc4F)CC3)ccc21
1.1	CCOC(=O)N1CCN(c2c(Nc3cc(C)[nH]n3)c(=O)c2=O)CC1
-3.0	CC(C)c1cc(O)c(-c2ccccc2)c(=O)n1-c1ccc(Cl)cc1
-1.3	CCn1nc(C)cc1C(=O)n1nc(C)c(Sc2ncccn2)c1C
2.3	C[C@H](CO)N1C[C@H](C)[C@@H](CN(C)Cc2ccc3c(c2)OCO3)Oc2ccc(NS(C)(=O)=O)cc2C1=O
-0.1	O=C(N/N=C/c1ccc(F)c(F)c1)c1cc2c(s1)-c1ccccc1CC2
-0.9	O=C(COC(=O)/C=C/c1cccc(Cl)c1)NC1CCCC1
-1.6	Cc1cc(N)n(-c2ccc([N+](=O)[O-])cc2)n1
1.8	CN(c1ccccc1)S(=O)(=O)c1cccc(NC(=O)CCNC(=O)c2ccccc2)c1
-0.9	Cn1c(=O)n(CCOc2ccc([N+](=O)[O-])cc2)c2ccccc21
-2.1	COc1ccccc1N(C(=O)c1snc(C(N)=O)c1N)C(C(=O)NC1CCCC1)c1ccc2ncccc2c1 (stereo not drawn)
-0.6	CC(O)C(=O)N/N=C/c1cccc2ccccc12 (stereo not drawn)
1.0	CCCOc1ccc(S(=O)(=O)N2CCOCC2)cc1[N+](=O)[O-]
-1.3	Nc1ccc(C(=O)OCC(=O)c2cccc([N+](=O)[O-])c2)cc1
-0.7	COC(=O)c1ccccc1NC(NC(=O)c1ccco1)C(=O)c1ccccc1 (stereo not drawn)
-0.5	O=C(COc1cccc(Cl)c1)Nc1ccc2c(c1)CCC2
-0.6	CN1CCN(NC(=O)c2ccc(Cl)s2)CC1
0.2	Cc1nn(Cc2cccc(C(=O)NC34CC5CC(CC(C5)C3)C4)c2)c(C)c1Br
1.6	Cc1cccc(NC2=NC(=S)N(c3cccc(C(=O)O)c3)C23CCCCC3)c1
-1.6	CC[n+]1c(/C=C/C=C/N(C(C)=O)c2ccccc2)sc2cc(OC)ccc21
0.7	COc1cc2cc(C)nc(Cc3cccc4ccccc34)c2cc1OC
-0.1	CCOc1ccc2c(=O)c(Oc3ccccc3OCC)coc2c1
1.0	CCN(CC(=O)Nc1ccc(OC)cc1)C(=O)c1cc([N+](=O)[O-])ccc1N1CCOCC1
0.0	COCC(=O)/C=C1\Sc2ccccc2N1C

# Part of the list above in order of length of the SMILES, rising.
TTR transcr act	molecule
-0.7	COC(=O)c1ccccc1NC(NC(=O)c1ccco1)C(=O)c1ccccc1 (stereo not drawn)
-0.1	O=C(N/N=C/c1ccc(F)c(F)c1)c1cc2c(s1)-c1ccccc1CC2
1.0	CCN(CC(=O)Nc1ccc(OC)cc1)C(=O)c1cc([N+](=O)[O-])ccc1N1CCOCC1

# (more compounds)
TTR transcr act	molecule
-2.2	OC(CNc1nc2ccccc2s1)c1ccccc1 (stereo not drawn)
-2.0	O=C(NCc1nc(-c2ccc(C(F)(F)F)cc2)no1)Nc1cc(Cl)cc(Cl)c1
7.8	Cc1cc(=O)[nH]c(NN=C2C3CC4CC(C3)CC2C4)n1
3.4	c1ccc(COc2ncnc3c2ncn3CCCNCc2ccccn2)cc1
-1.1	Cc1cc(Nc2nc3ccccc3nc2Cl)n(-c2ccccc2)n1
13*	CC(C)CN1CCNC(=O)C1CC(=O)NCCc1cnn(-c2ccccc2)c1 (stereo not drawn)
2.8	O=C(c1cccc(C(F)(F)F)c1)C1CCCN(C(=O)CCn2cnnn2)C1 (stereo not drawn)
2.4	CNc1cnc(-c2ccc(C(=O)N3CCOCC3)cc2)cn1
0.2	CCCC(=O)Nc1cc(C)c(NC(=O)c2ccccn2)cn1
-0.6	CC(=O)c1sc(N/N=C\c2c(O)ccc3ccccc23)nc1C
-1.3	COc1cnc(-c2cccc(C(F)(F)F)c2)nc1OC
0.8	CCNC(=O)COC(=O)/C=C/c1cccs1
-0.5	Cc1ccc(SCc2c(C(=O)N/N=C/c3cccs3)nnn2-c2nonc2N)cc1
0.3	CCc1ccc2cc(C)cc(C)c2n1
-0.6	CCOC(=O)C[C@H]1c2cc(C(F)(F)F)ccc2S(=O)(=O)N1Cc1ccccc1
5.7	CCOC(=O)c1[nH]c2ccc(C)cc2c1N=CN(CC)CC
0.4	CCOC(CNC(=O)c1[nH]c(C(F)(F)F)nc1-c1ccccc1)OCC
2.2	O=C(O)/C=C/c1cn(Cc2ccccc2)nc1-c1ccccc1
-0.9	Cc1ccccc1Nc1ccc([N+](=O)[O-])cn1
-0.9	O=C(NNc1ccccc1)OCc1ccccc1
7.7	O=C(CN1CCN(c2ncccn2)CC1)NCc1ccc2c(c1)OCO2
-0.5	CC/C(O)=C1\C(=O)CC(c2ccccc2)CC1=NCCC(=O)O (stereo not drawn)
-0.4	CC(C)[C@@H]1C=C(C(=O)O)O[C@H](OCCCCO)C1
-1.0	OC(CNC1CCCc2ccccc21)COc1c(Cl)cccc1Cl (stereo not drawn)
0.5	CC(C)CCNC(=O)CCc1nnc(Cc2c[nH]c3ccccc23)o1

# (continued)
TTR transcr act	molecule
-1.1	COc1ccc(CN2CCOCCOCCOCCOCCOCC2)cc1
0.2	NNC(=O)c1ccc(COc2cccc3ccccc23)o1
-2.0	O=C(c1ccc(CSc2ccc(Cl)cc2)cc1)N1CCCC1
-1.9	COc1ccc(OC)c(S(=O)(=O)Nc2ccc(-c3ccc4nncn4n3)cc2)c1
-0.1	CCOC(=O)[C@@H]1[C@H]2COc3ccc(Br)cc3[C@@H]2N2C(=O)N(c3ccc(Br)cc3)C(=O)[C@@]12C
2.9	O=C(/C=C/c1ccccn1)c1ccc(Br)cc1O
1.5	O=C(COc1ccc(Oc2ccccc2)cc1)NCc1cn2ccccc2n1
-1.8	CCc1cccc(CC)c1NC(=O)C1SC(=Nc2ccccc2C)C(c2nc3ccccc3s2)=C1N (stereo not drawn)
1.3	CN(C(=O)COC(=O)CNC(=O)c1ccc(C(C)(C)C)cc1)c1c(N)n(Cc2ccccc2)c(=O)[nH]c1=O
-4.6	COc1ccc(-c2ccc(N(C)C)cc2)cc1[C@H]1[C@@H]2C=CCC[C@@]2(C)C(=O)N1Cc1ccccc1
-0.9	C=CCN1c2ccccc2C(=O)C(C)S1(=O)=O (stereo not drawn)
4.6	CCCCCNC(=O)Cc1ccc(S(=O)(=O)N2CCOCC2)s1
4.0	Fc1ccc(Cn2c(-c3cscn3)nc3ccccc32)c(Cl)c1
1.9	CC1=CCC(C(=O)O)(C(=O)N/N=C/c2cccs2)C(c2ccc([N+](=O)[O-])cc2)C1 (stereo not drawn)
-0.8	Cc1ccc(-c2c3c(nc4sc(C(N)=O)c(N)c24)CCCC3)o1
-0.7	O=C(Cc1ccc(Cl)cc1)Nc1ccc(-c2cc3ccccc3oc2=O)c(Cl)c1
2.0	CN1C2=CC=CC=CC2=[N+](C)C12C([N+](=O)[O-])=CC(=[N+]([O-])[O-])C=C2[N+](=O)[O-] (stereo not drawn)
-4.5	Cc1ccc(S(=O)(=O)N2C[C@@H]3CCCC[C@@H]3[C@@H](C)[C@H]2c2cn(Cc3ccccc3)c3ncccc23)cc1
1.0	COC(=O)C[C@H]1CC[C@H](NC(=O)Nc2ccccc2F)[C@@H](CO)O1
1.8	O=C(Nc1ccc2c(c1)OCCO2)NC1(C(F)(F)F)Oc2ccccc2O1
0.1	O=C(c1c[nH]c(C(=O)N2CCN(Cc3ccccc3)CC2)c1)C1CCCCC1
1.6	Cc1ccc(CNCCNCCO)s1
-0.9	COCCCNC(NC(=O)c1ccc(C)cc1)C(Cl)(Cl)Cl (stereo not drawn)
0.6	CCN(Cc1cnn(C)c1)C(=O)c1ccc(OC2CCN(S(=O)(=O)N(C)C)CC2)cc1
0.1	CC(C)(C)c1cc(NC(=O)Nc2ccccc2OC(F)(F)F)no1

# Six neighbouring records already listed, for reference:
TTR transcr act	molecule
-1.1	COc1ccc(CN2CCOCCOCCOCCOCCOCC2)cc1
0.2	NNC(=O)c1ccc(COc2cccc3ccccc23)o1
-2.0	O=C(c1ccc(CSc2ccc(Cl)cc2)cc1)N1CCCC1
-1.9	COc1ccc(OC)c(S(=O)(=O)Nc2ccc(-c3ccc4nncn4n3)cc2)c1
-0.1	CCOC(=O)[C@@H]1[C@H]2COc3ccc(Br)cc3[C@@H]2N2C(=O)N(c3ccc(Br)cc3)C(=O)[C@@]12C
2.9	O=C(/C=C/c1ccccn1)c1ccc(Br)cc1O

# The main list resumes; the 2 compounds before the break are reprinted first.
TTR transcr act	molecule
0.6	CCN(Cc1cnn(C)c1)C(=O)c1ccc(OC2CCN(S(=O)(=O)N(C)C)CC2)cc1
0.1	CC(C)(C)c1cc(NC(=O)Nc2ccccc2OC(F)(F)F)no1
2.4	CC1CCCCN1CCCNC(=O)c1nn(C)c2c1CSc1ccccc1-2 (stereo not drawn)
-1.7	Cc1cc(NC(=O)c2sc(Nc3ccc(F)cc3)nc2N)no1
-5.7	CCCCOCCCn1c(-c2ccco2)nc2nc3ccccc3nc21
2.2	Nc1ncnc2c1ncn2[C@@H]1O[C@H](CNCc2cccc(C#Cc3ccccc3)c2)[C@@H](O)[C@H]1O
0.3	CC(C)(C)c1ccccc1NC(=O)NC1CCN(Cc2c(F)cccc2Cl)CC1
-0.2	O=C(NNC(=O)C1CCN(c2ncccn2)CC1)c1ccccc1
2.4	Cc1nn(-c2ccccc2)c(C)c1NC(=O)COc1ccc(C#N)cc1
2.1	Cc1cccc(C=CC(=O)c2ccc(Cl)cc2)c1
0.4	O=C1C(Cc2ccccc2O)NC(=S)N1c1ccccc1 (stereo not drawn)
-1.2	COCc1cc(C)nc(OCC(=O)N/N=C/c2ccc(-c3cccc([N+](=O)[O-])c3)o2)c1C#N
1.4	CN(CC(=O)Nc1ccccc1Cl)CC(=O)Nc1cccc2ccccc12
0.8	CCNC(=O)N(C)c1c(CC)nc2ccc(C(=O)Nc3cccc(OCC(=O)N(C)C)c3)cn12
3.5	Cc1ccnc(N=Cc2nc(-c3ccccc3Br)oc2O)c1
3.0	CN(C)c1ccc(C=NC(CO)C(O)c2ccc([N+](=O)[O-])cc2)cc1 (stereo not drawn)
-2.3	Cc1cc(C)n(-c2nnc(C)n2N)n1
-0.1	NC(=O)c1cc2n(n1)C(C(F)(F)F)CC(c1ccco1)N2 (stereo not drawn)
0.5	CN(CCc1ccccc1)C(=O)c1ccc(NC(=O)Cc2ccc(NC(=O)C3CCCN(C(=O)C4CC4)C3)cc2)cc1 (stereo not drawn)
5.3	CCc1ccc(-c2ccc3nnc(SCC(N)=O)n3n2)cc1
1.9	CC1(CCc2ccccc2)NC(=S)N(c2ccccc2)N1 (stereo not drawn)
2.6	Cn1nccc1C(=O)c1ccc(Cl)cc1
3.2	CCCSC1=N/C(=C\c2ccc3c(c2)OCO3)C(=O)S1
-0.4	COCCCN1C(=O)C(CC(=O)NC2CC2)CC(C(=O)N(C(C)C)C(C)C)=C1C (stereo not drawn)
0.6	Cc1ccccc1Oc1nnc(-c2cccs2)c2ccccc12
-1.7	O=C(C[C@@H]1C/C=C/CC[C@@H](Cc2ccc(F)cc2)C(=O)O[C@H](c2ccccc2)CNC1=O)NCCO
0.0	COc1ccccc1C(CNC(=O)c1ccc(NS(=O)(=O)c2ccc(C(C)=O)cc2)cc1)N1CCCC1 (stereo not drawn)

# Remaining list, next part.
TTR transcr act	molecule
21*	CC(C)(C)C1CCC(OC(=O)CCC(=O)Nc2ccccc2)CC1 (stereo not drawn)
-0.9	Cc1cccc(-c2nnc(SCC3CNC(=O)O3)n2-c2ccc(Cl)cc2)c1 (stereo not drawn)
-0.1	CC(C)CCN(C(=O)Cc1ccccc1F)c1c(N)n(Cc2ccccc2)c(=O)[nH]c1=O
-0.1	O=C(c1cccc(F)c1)N1CCN(S(=O)(=O)Cc2ccccc2)CC1
5.6	COC(=O)c1sc(N)c(C(=O)OC)c1COC(=O)C1CC(=O)N(Cc2ccco2)C1 (stereo not drawn)
-2.8	COc1ccc([C@@H]2[C@@H]3C(=O)N(C(C)(C)C)C(=O)[C@@H]3[C@]3(Cc4ccc(Cl)cc4)C(=O)N(c4cccc(C)c4)C(=O)N23)cc1
-2.2	Cc1nn(-c2ccccc2)c(C)c1C(=O)OC(C)C(=O)NC1CCCCC1C (stereo not drawn)
1.0	O=C(Nc1ccc(F)cc1)N1CCN(C(=O)C2CCCO2)CC1 (stereo not drawn)
0.1	COc1ccc(C(CNC(=O)c2ccc(S(=O)(=O)Nc3ccccc3C)cc2)N2CCOCC2)cc1 (stereo not drawn)
3.3	COC(=O)C1=C(C)NC(C)=C(C(=O)OC)C1c1ccc(C)o1
-2.8	O=C(Nc1ccccc1)Nc1ccc2nnsc2c1
2.2	Cc1ccsc1/C=C1/CN(C)Cc2c1nc1ccccc1c2C(=O)O
4.2	C=C(C)Cn1c(CCNC(=O)c2ccco2)nc2ccccc21
4.0	N#CCCCSc1ncccc1-c1nc2ccccc2[nH]1
2.1	CC(C)(C)S(=O)(=O)/C(C#N)=N/Nc1ccc(S(N)(=O)=O)cc1
-0.6	Cc1ccc(OCc2nnc(SCC(=O)N3C(C)CCCC3C)o2)cc1 (stereo not drawn)
-2.9	O=C(COc1ccccc1)N1CCN(c2ncnc3c2cnn3-c2ccccc2)CC1
-1.9	OC(CSc1c(Cl)cccc1Cl)CN1CCN(c2ccccc2F)CC1 (stereo not drawn)
4.8	O=C(c1cc2ccccc2o1)N1CCN(C/C=C/c2ccccc2)CC1
-0.6	CCCn1c(SCC(=O)Nc2nnc(C)s2)nnc1C1CC1
-1.1	COc1cc(C)nc(Nc2nc(C)c(C(C)=O)s2)n1
-0.1	CN(C(=O)c1ccc(NC(=O)Cc2cccc(NC(=O)C3CCCN(C(=O)C4CCCC4)C3)c2)cc1)C1CCCC1 (stereo not drawn)
-0.7	CCCC(O)(CCC)C(=O)NN(C(=O)CCl)c1ccccc1
-0.3	COC(=O)c1[nH]c2ccc(C)cc2c1NC(=O)Oc1ccccc1
